MPTP block: mitochondrial permeability transition pore inhibitors, primary screen, biochemical, isolated mouse mitochondria, absorbance; Ca2+ swelling absorbance, 30 min; inhibition, % at 10 µM; 360,000 tested, 1.4% active; AID 602449, 2012;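 active means inhibition of 50% or more, scaled per plate between neutral and stimulator controls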;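 further: 0% = DMSO wells given calcium and 100% = 1 mM EGTA wells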
mIAP block: inhibitors of mouse IAP, primary screen, biochemical, luminescence, uHTS; intestinal alkaline phosphatase [Mus musculus]; purified mouse IAP, CDP-Star luminescence, 30 min; inhibition, % at 10 µM; 330,000 tested, 0.2% active; AID 2806, 2010;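 active means inhibition of at least 40% at 10 µM in the primary screen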;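 further: plate controls were DMSO with enzyme for no effect and no enzyme wells for full effect; values of inactives mirror those of a sister screen read the other way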
A3A deaminase: APOBEC3A ssDNA deaminase inhibitors, primary screen, selectivity assay for APOBEC3G inhibitor project, biochemical, FAM/TAMRA oligo cleavage fluorescence; inhibition, % at 20 µM; AID 493011, 2011; recombinant A3A, FAM/TAMRA ssDNA deamination fluorescence; DNA dC->dU-editing enzyme APOBEC-3A (Homo sapiens), P31941; 330,000 tested, 0.41% active;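 active means at least 40% inhibition at 20 µM here, with at most 30% in a related deaminase screen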;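 further: plate controls were A3A with DMSO for no effect and wells lacking A3A enzyme for full effect; some results filed as inactive read as strong as hits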
Target sequence (P31941 whole entry, looked up): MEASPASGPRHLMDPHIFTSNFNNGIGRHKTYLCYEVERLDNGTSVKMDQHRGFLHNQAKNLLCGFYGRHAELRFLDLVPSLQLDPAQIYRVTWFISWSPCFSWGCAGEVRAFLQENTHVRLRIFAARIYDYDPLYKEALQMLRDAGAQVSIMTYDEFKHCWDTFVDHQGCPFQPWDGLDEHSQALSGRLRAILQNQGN
MIN6 prolif: inducers of MIN6 beta-cell proliferation, primary screen, ATP luminescence, uHTS; MIN6 cells proliferation, ATPlite luminescence, 48 h; cells starved in 0.2% serum; 100% = growth in 10% serum; proliferation, % at 10 µM; 330,000 tested, 0.29% active; AID 2380, 2010;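 active means compounds whose signal lies at least 3.5 SD above the mean of all wells on their plate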;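 further: 0% = DMSO-treated cells in low-serum medium and 100% = 10% serum control; some compounds called inactive have numbers as strong as hits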
hIAP activ: human IAP activators, primary screen, biochemical, luminescence, uHTS; AID 2524, 2010; 330,000 tested, 0.16% active; activation factor at 10 µM; Intestinal-type alkaline phosphatase (Homo sapiens), P09923; purified human IAP, CDP-Star luminescence, 30 min; stronger effect = higher value; 1 = vehicle-only enzyme, 0 = enzyme-free background;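 active means activation factor of the enzyme at least 2-fold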; further: the source names both 10 and 20 µM as test concentration; values of inactives mirror those of a sister screen read the other way
A3G deaminase: APOBEC3G DNA deaminase inhibitors, primary screen, biochemical, fluorescence, single-stranded DNA substrate, uHTS. recombinant A3G, ssDNA deamination FAM/TAMRA fluorescence. inhibition, % at 20 µM. 330,000 tested, 0.28% active. AID 493012, 2011;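 active means inhibition of at least 40% at 20 µM, with no more than 30% in the related APOBEC3A deaminase screen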;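 further: plate controls were DMSO wells with A3G for no effect and wells lacking A3G enzyme for full effect; some compounds called inactive have numbers as strong as hits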
Target sequence (Q9HC16 whole entry, looked up): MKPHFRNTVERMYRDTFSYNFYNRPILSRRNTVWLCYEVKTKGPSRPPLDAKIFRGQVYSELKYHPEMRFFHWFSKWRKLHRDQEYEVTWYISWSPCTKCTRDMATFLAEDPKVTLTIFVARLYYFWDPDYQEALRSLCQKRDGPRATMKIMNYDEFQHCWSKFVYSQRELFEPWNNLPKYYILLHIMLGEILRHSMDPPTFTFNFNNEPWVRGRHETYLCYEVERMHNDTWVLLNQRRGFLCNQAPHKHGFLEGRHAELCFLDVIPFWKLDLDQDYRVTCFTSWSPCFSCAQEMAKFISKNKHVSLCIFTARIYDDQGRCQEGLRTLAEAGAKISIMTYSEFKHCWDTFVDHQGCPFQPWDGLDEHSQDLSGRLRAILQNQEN
mIAP activ: activators of mouse IAP, primary screen, biochemical, luminescence, uHTS | AID 2805, 2010 | activation factor at 10 µM | muIAP, CDP-Star luminescence, 30 min; stronger effect = higher value; 1 = vehicle-only enzyme signal, 0 = enzyme-free wells | intestinal alkaline phosphatase [Mus musculus] | 330,000 tested, 0.24% active;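 active means activation factor of at least 2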; further: the source names both 10 and 20 µM as test concentration; values of inactives mirror those of a sister screen read the other way
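Assay system: mouse IAP enzyme; reagent: chemiluminescent substrate CDP-Star; dosing: test compounds delivered from DMSO solution; schedule: 30 min at room temperature; measured by: luminescence from enzymatic CDP-Star hydrolysis; controls: DMSO-only wells and no-enzyme negative control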
ATG4B inh: ATG4B protease inhibitors, primary screen, biochemical, fluorescence, uHTS | Cysteine protease ATG4B (Homo sapiens), Q9Y4P1 | ATG4B cleavage of LC3-PLA2, NBD-HPC fluorescence, 1 h | inhibition, % at 8.33 µM | 340,000 tested, 0.51% active | AID 504462, 2011; in the data active means inhibition above about 40%
Target sequence (Q9Y4P1 whole entry, looked up): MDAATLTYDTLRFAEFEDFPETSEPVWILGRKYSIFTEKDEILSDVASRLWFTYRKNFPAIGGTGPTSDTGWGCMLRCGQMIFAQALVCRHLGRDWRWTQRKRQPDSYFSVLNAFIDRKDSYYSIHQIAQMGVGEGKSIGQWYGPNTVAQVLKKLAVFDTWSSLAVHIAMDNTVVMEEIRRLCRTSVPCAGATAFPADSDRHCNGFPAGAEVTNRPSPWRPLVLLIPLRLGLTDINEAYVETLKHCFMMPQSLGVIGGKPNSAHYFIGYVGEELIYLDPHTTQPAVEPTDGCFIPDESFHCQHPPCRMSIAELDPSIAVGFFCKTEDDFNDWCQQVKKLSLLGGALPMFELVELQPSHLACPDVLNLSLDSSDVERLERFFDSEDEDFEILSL
hIAP block: human IAP inhibitors, primary screen, biochemical, luminescence, uHTS | AID 2544, 2010 | Intestinal-type alkaline phosphatase (Homo sapiens), P09923 | purified IAP, CDP-Star luminescence, 30 min | inhibition, % at 10 µM | 330,000 tested, 0.12% active;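 active means inhibition reaching a set limit with compound at 10 µM in the primary screen, cut at about 35% in these data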;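 further: plate controls were DMSO wells with enzyme for no effect and no-enzyme buffer wells for full effect; values of inactives mirror those of a sister screen read the other way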
Active calls of the source: *; . = no result given; & = joins results of further samples.

(1) Cn1nc(CC(=O)NCc2ccc(C(F)(F)F)cc2)c2ccccc2c1=O
(2) CCCCCCCCCC(=O)N[C@@H]1c2cc(OC)c(OC)cc2C[C@H]1O
(3) COCC(=O)Nc1nnc(-c2ccc(C(C)(C)C)cc2)s1
(4) CCC(=O)N(C(=O)CC)N1CCN(c2ccncc2S(=O)(=O)N2CCCCC2)CC1
(5) Cc1ccccc1NC(=O)COc1ccc2oc(=O)cc(C)c2c1
(6) O=C(/C=C/c1ccccc1)Nc1nnc(SCC(=O)c2ccc3ccccc3c2)s1
(7) COc1ccc([N+](=O)[O-])cc1N1C(=O)c2cccnc2C1=O
(8) CCN1CCN(C(CNS(=O)(=O)c2ccccc2)c2ccccc2)CC1 (stereo not given)

assay / compound	1	2	3	4	5	6	7	8
MPTP block	45	3.8	0.8	-0.4	1.3	0.6	0.2	3.3
mIAP block	2	-26	14	4	6	20	3	2
A3A deaminase	-1	2	5	-9	-3	-2	0	-6
MIN6 prolif	-4	.	-4	3	3	0	-6	6
hIAP activ	0.93	.	1	1.2	0.99	0.92	1	1.2
A3G deaminase	0	6	-3	-5	-7	-10	-1	-7
mIAP activ	0.97	1.3	0.85	0.96	0.94	0.8	0.97	0.98
ATG4B inh	-5	-1	0	-7	-2	10	-3	3
hIAP block	7	.	-3	-16	1	8	-1	-17

Along the list, from the results shown:
hIAP activ, nos. 1–8, in order: 0.93, ., 1, 1.2, 0.99, 0.92, 1, 1.2
hIAP block, nos. 1–8, in order: 7, ., -3, -16, 1, 8, -1, -17

Additional compounds:
(9) Cc1ccc(C(=O)Nc2ccccc2C(=O)NC(Cc2ccccc2)C(=O)O)cc1 (stereo not given)
(10) O=C(O)CCCC(=O)NCCc1cccc(Cl)c1
(11) Cc1ccc(NC(=O)N2C(=O)C3(OCCO3)c3ccccc32)cc1
(12) O=C(O)COc1ccc(=O)n(-c2ccccc2)n1
(13) CN(C)c1ccc(C=NCC2COc3ccccc3O2)cc1 (stereo not given)
(14) COc1ccc(CNc2cccc3[nH]c(C(F)(F)F)nc23)cc1OC
(15) O=S(=O)(c1ccc(Br)cc1)c1nc(-c2ccccc2)oc1N1CCOCC1
(16) NC(=O)c1cc([N+](=O)[O-])ccc1NCc1ccc(F)cc1

assay / compound	9	10	11	12	13	14	15	16
MPTP block	0.1	-1.1	-1.9	0.2	-2.7	2.9	1.3	0.0
mIAP block	-2	0	-23	-4	-8	6	6	2
A3A deaminase	0	1	-3	2	0	-7	0	1
MIN6 prolif	-4	0	-2	-1	4	-3	-2	5
hIAP activ	1.1	0.94	0.91	1	1.1	1.1	1.4	0.89
A3G deaminase	-6	0	-4	-2	-5	-4	-2	-3
mIAP activ	1	0.99	1.2	1	1.1	0.94	0.94	0.98
ATG4B inh	4	-1	-10	1	-2	-2	2	0
hIAP block	-13	6	9	-2	-12	-8	-35	11

(17) COc1ccc(NC(=O)C(CC(C)C)NC(=O)C2CCCCC2)c(OC)c1 (stereo not given)
(18) CCOC(=O)N1CCN(C(=O)C2CCCN(S(=O)(=O)c3ccc(C)cc3)C2)CC1 (stereo not given)
(19) Cc1cccc2sc(N(CCCN3CCOCC3)C(=O)CS(=O)(=O)c3ccc(F)cc3)nc12
(20) CC(C)(C)C1CCC(C(=O)OCC(=O)Nc2ccc3[nH]c(=O)[nH]c3c2)CC1 (stereo not given)
(21) COc1ccccc1NC(=O)Nc1ccc(Cl)c(S(=O)(=O)Nc2ccccc2OC)c1
(22) CC1=NN(c2ccccc2)C(=O)C1(C)[N+](=O)[O-] (stereo not given)
(23) COc1ccc(S(=O)(=O)N2CCN(C(=O)COc3ccc(C)c(C)c3)CC2)cc1OC
(24) O=C(NCCSc1ncc(-c2ccccc2)[nH]1)c1ccco1

assay / compound	17	18	19	20	21	22	23	24
MPTP block	0.8	-2.3	-1.5	1.3	-3.3	3.6	0.7	-1.0
mIAP block	5	6	-2	-7	-28	-10	7	-3
A3A deaminase	3	-2	1	2	-3	-5	-1	0
MIN6 prolif	-1	-3	2	-4	-3	-1	2	-1
hIAP activ	0.95	0.9	0.97	0.81	1.1	1.1	1	1.2
A3G deaminase	-4	-4	-3	3	-3	-7	-1	-1
mIAP activ	0.95	0.94	1	1.1	1.3	1.1	0.93	1
ATG4B inh	-3	-9	-15	-7	-12	1	-10	-12
hIAP block	5	10	3	18	-11	-9	0	-18

Some of the entries so far, field by field:
[19] Cc1cccc2sc(N(CCCN3CCOCC3)C(=O)CS(=O)(=O)c3ccc(F)cc3)nc12
  MPTP block: -1.5
  mIAP block: -2
  A3A deaminase: 1
  MIN6 prolif: 2
  hIAP activ: 0.97
  A3G deaminase: -3
  mIAP activ: 1
  ATG4B inh: -15
  hIAP block: 3
[24] O=C(NCCSc1ncc(-c2ccccc2)[nH]1)c1ccco1
  MPTP block: -1.0
  mIAP block: -3
  A3A deaminase: 0
  MIN6 prolif: -1
  hIAP activ: 1.2
  A3G deaminase: -1
  mIAP activ: 1
  ATG4B inh: -12
  hIAP block: -18
[21] COc1ccccc1NC(=O)Nc1ccc(Cl)c(S(=O)(=O)Nc2ccccc2OC)c1
  MPTP block: -3.3
  mIAP block: -28
  A3A deaminase: -3
  MIN6 prolif: -3
  hIAP activ: 1.1
  A3G deaminase: -3
  mIAP activ: 1.3
  ATG4B inh: -12
  hIAP block: -11

Other compounds
(25) O=C(COC(=O)c1ccco1)Nc1nc2ccccc2s1
(26) CC(C(=O)N1CCCc2c1c(=O)oc1ccc(O)cc21)N1CCc2ccccc2C1 (stereo not given)
(27) CSc1ncc(-c2ccccc2)cn1
(28) O=C1CCOc2cc(OCc3ccccc3)ccc21
(29) O=C(N/N=C/c1ccsc1)c1c[nH]c2ccccc12
(30) Cn1cccc1-c1cc(C(=O)N/N=C/c2ccc(Cl)cc2)[nH]n1
(31) Cc1cccnc1NC(=O)c1ccc(Cl)c(S(=O)(=O)N2CCCCCC2)c1
(32) Cc1cc(OCCNCCO)cc(C)c1Cl

assay / compound	25	26	27	28	29	30	31	32
MPTP block	-1.2	0.4	0.6	2.1	-1.5	0.8	0.7	1.9
mIAP block	4	1	3	-1	-1	19	-10	10
A3A deaminase	1	-2	1	3	1	-3	5	1
MIN6 prolif	1	0	-1	-1	-3	2	-3	-3
hIAP activ	0.95	1.1	0.98	0.92	1.2	1.5	1.1	1.2
A3G deaminase	-2	-3	-3	-2	-2	-8	0	-2
mIAP activ	0.95	0.99	0.97	1	1	0.81	1.1	0.9
ATG4B inh	-13	-3	-4	3	-8	10	-9	-1
hIAP block	5	-9	2	8	-15	-51	-8	-16

(33) O=C(COc1nsnc1N1CCOCC1)Nc1ccccc1Cl
(34) CCOc1ccc(-n2nc3c(SCCN4CCCC4)nnc(C)c3c2C)cc1
(35) CCC(C)c1ccc(NC(=O)c2cccnc2)cc1 (stereo not given)
(36) O=C(COC(=O)CCc1ccc(S(=O)(=O)N2CCOCC2)cc1)Nc1ncc(C(F)(F)F)cc1Cl
(37) CCC(C)Sc1ccc(-c2nc3cnccn3c2NC2CCCCC2)cc1 (stereo not given)
(38) CCC(C)c1c(O)nc(SCc2ccccc2)[nH]c1=O (stereo not given)
(39) CC(=O)Nc1cccc(NC(=O)c2csc(C)c2)c1
(40) CSCc1ccc(C(=O)NCCSc2ccc(Br)cc2)cc1

assay / compound	33	34	35	36	37	38	39	40
MPTP block	-1.5	-0.6	-0.1	1.7	1.9&0.7	0.1	-0.4	-1.8
mIAP block	7	7	8	3	-20	2	-3	-7
A3A deaminase	-1	-3	-1	-1	-2	1	-4	-7
MIN6 prolif	-2	0	-3	-4	-8	-1	1	-3
hIAP activ	0.82	0.98	0.97	1.1	0.87	1.1	1.2	0.99
A3G deaminase	-4	-8	-6	-3	-1	-1	-7	-4
mIAP activ	0.93	0.93	0.92	0.97	1.2	0.98	1	1.1
ATG4B inh	3	0	-1	-10	1	2	-2	12
hIAP block	18	2	3	-8	13	-10	-19	1

(41) Cn1c(Cn2nnc3ccccc32)nnc1SCC(=O)Nc1nccs1
(42) CCc1ccc(-c2nc(CS(=O)CC(=O)NCCN3CCCCCC3)c(C)o2)cc1 (stereo not given)
(43) O=C(Nc1nnc(CC2=CCCCC2)s1)c1cccs1
(44) CCC(NC(C)C)C(O)c1ccc(O)c(O)c1 (stereo not given)
(45) Cc1ccc2nc(C)c3c(c2c1)OC(C(C)(Cl)Br)C3 (stereo not given)
(46) COc1cc(S(=O)(=O)N2CCCCC2)ccc1NC(=O)Cc1ccccc1
(47) CC1=C(C(=O)OC(C)C)C(C2CC=CCC2)NC(=O)N1 (stereo not given)
(48) Cc1ccc(C(C)C)c(OCC(=O)NCC(c2cccs2)N2CCOCC2)c1 (stereo not given)

assay / compound	41	42	43	44	45	46	47	48
MPTP block	-1.1	1.3	-2.1	-4.8	3.2	-1.4	0.3	1.4
mIAP block	-9	-10	-2	1	-5	2	-3	5
A3A deaminase	-4	1	0	-6	5	-1	3	-3
MIN6 prolif	0	-8	1	-7	-3	2	-3	-2
hIAP activ	0.9	1.1	1.1	0.82	0.94	1	0.84	1.1
A3G deaminase	-4	-1	0	-4	-1	-3	1	2
mIAP activ	1.1	1.1	1	0.99	1	0.98	1	0.95
ATG4B inh	11	-5	-6	-1	-6	-13	5	9
hIAP block	10	-12	-9	18	6	0	16	-8

(49) O=C(Nc1ccccc1N1CCCC1)c1ccccc1Cl
(50) Cn1cnnc1SCc1ccc(C#N)cc1Cl
(51) CC1CCN(C(=O)C2c3ccccc3C(=O)N3CCc4ccccc4C23)CC1 (stereo not given)
(52) CCN(C(=O)COC(=O)c1sccc1C)c1c(N)n(Cc2ccccc2)c(=O)[nH]c1=O
(53) CCOc1cc(/C=C2\SC(=S)N(NS(=O)(=O)c3ccccc3)C2=O)ccc1O
(54) O=C(c1cccs1)N1CCN(CCCc2ccccc2)CC1
(55) Cc1cc(NC(=O)c2c(C)noc2C)no1
(56) N#C/C(=C\c1cc(O)c(O)c(O)c1)C(N)=O
(57) O=C(NCCC1=CCCCC1)c1ccc2c(c1)N(Cc1ccccc1)C(=O)CS2
(58) Cn1cccc1C(=O)OCC(=O)Nc1cccc(S(=O)(=O)N2CCOCC2)c1

assay / compound	49	50	51	52	53	54	55	56	57	58
MPTP block	-0.1	1.4	-2.8	-0.2	8.8	2.5	2.0	1.8	0.0	0.6
mIAP block	-4	2	12	8	27	-3	13	34	-17	-9
A3A deaminase	-6	-5	3	-3	3	4	3	3	2	3
MIN6 prolif	-3	-2	0	6	-2	-1	0	-6	-6	5
hIAP activ	1	0.92	0.86	1	0.76	0.92	0.79	1.1	0.93	1
A3G deaminase	-5	-9	-4	-6	2	-2	-1	-4	-9	-4
mIAP activ	1	0.98	0.89	0.92	0.73	1	0.87	0.66	1.2	1.1
ATG4B inh	5	-2	4	2	5	-5	-1	5	0	-7
hIAP block	-4	8	14	-1	24	8	21	-5	7	-4

Screens from PubChem BioAssay.
